Assay outcomes from PubChem.
EPAC2 antag: blocks human EPAC2 exchange factor. Q8WZA2. EPAC2 GEF exchange of Rap1B-BODIPY-GDP, fluorescence. Potency, µM (series often up to 114 µM), for the others: top-dose activity, negative = inhibition, hits mostly inhibitors. hit rate 0.18% among 360,000. AID 720708; note: potency is the fitted concentration of half-maximal effect; % is set by controls: 0 for no effect and ±100 for the full control effect; nearly all actives have a fitted effect of over 45% in size; many of its hits are not listed in these tables
DRD3 antagonist: D3 dopamine receptor (human) antagonism | D3R cells, DiscoveRx beta-arrestin luminescence, antagonist mode; hits give low values | max response, negative = inhibition, % | hit rate 2.5% among 360,000 | AID 652054; in the data active = max response below about -50%; inconclusive = no clear call, values can overlap the other calls; note: % is set by controls: 0 for no effect and ±100 for the full control effect; mostly tested at two doses, the higher about 12 µM
Target sequence (P35462 whole entry, looked up): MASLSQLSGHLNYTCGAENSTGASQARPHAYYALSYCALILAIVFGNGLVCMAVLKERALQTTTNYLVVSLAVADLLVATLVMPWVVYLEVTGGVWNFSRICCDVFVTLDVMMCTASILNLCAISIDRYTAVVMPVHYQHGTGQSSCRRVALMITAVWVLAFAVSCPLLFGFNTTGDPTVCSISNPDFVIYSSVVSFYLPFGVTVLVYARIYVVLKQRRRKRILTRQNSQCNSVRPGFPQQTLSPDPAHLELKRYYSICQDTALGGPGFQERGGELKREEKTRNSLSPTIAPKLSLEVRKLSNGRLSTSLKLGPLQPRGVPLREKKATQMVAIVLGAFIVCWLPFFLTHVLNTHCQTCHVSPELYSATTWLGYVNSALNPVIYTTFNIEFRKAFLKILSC
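Cells expressing the human receptor were seeded at 1500 cells/well, incubated overnight at 37 degrees C in 5% CO2, then exposed to library compounds with dopamine controls for 90 minutes at 37 degrees C before luminescent detection.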
MmCpn inh: blocks the Methanococcus maripaludis chaperonin Mm-Cpn. purified Mm-Cpn ATPase, ADP Transcreener TR-FRET. hit rate 0.031% among 330,000. AID 504842. Potency, µM (top dose mostly 76.9 µM), for inactives: at the top dose activity, negative = inhibition, actives largely listed as inhibitors; note: potency is the fitted concentration of half-maximal effect; % is set by controls: 0 for no effect and ±100 for the full control effect; nearly all actives have a fitted effect of over 80% in size
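Eu-cryptate anti-ADP/ADP-d2 competition gives a ratio inversely related to ADP. Enzyme at 25 nM was pre-exposed to compound for 10 min, then given 10 uM ATP for 30 min, 37°C throughout.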
EPAC2 agonist: agonists of human EPAC2 (RAPGEF4). Q8WZA2. EPAC2 activation, biochemical qHTS; response scale: 100% = 6.5 mM cAMP response. Potency, µM (top dose mostly 154 µM), for the others: top-dose activation, most hits filed as activators. hit rate 0.079% among 360,000. AID 720711; note: potency is the fitted concentration of half-maximal effect; nearly all actives have a fitted effect of over 50% in size
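Nucleotide exchange monitored as fluorescence drop when BODIPY-GDP leaves Rap1B. Reaction: 100 nM EPAC2, 250 nM RAP1B-BODIPY-GDP, 50 uM GDP, room temperature, kinetic read over 30 min. Activity expressed relative to 6.5 mM cAMP.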
CCT modulator: changes cytosolic chaperonin activity; purified chaperonin ATPase assay, HTRF ADP detection, 30 min; activity change, % (no concentration beside the values), hits read low; hit rate 0.3% among 360,000; AID 651819; in the data active = activity change below about -30%; note: % is set by controls: 0 for no effect and ±100 for the full control effect
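Enzyme 40 or 20 nM (batch-dependent) in Tris pH 7.4/KCl/MgCl2/DTT; cpd 76 uM single point; ATP 10 uM; 30 min 37 °C; Transcreener ADP HTRF detection, 30 min RT; ratio 665/615.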
pAkt inh: Akt phosphorylation inhibition; Neuro2A IGF-stimulated pAkt S473 HTRF, 20 min; hits give low values; activity change, % for hits at 50 µM; hit rate 0.32% among 360,000; in the data active = activity change below about -80%; inconclusive = mostly about -51% to -80%; note: % is set by controls: 0 for no effect and ±100 for the full control effect
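Single-point screen (50 µM final compound) in Neuro2A cells stimulated 20 min with 6 nM IGF at 37 deg C. After lysis, Ser473-phosphorylated Akt read by HTRF (ex 330 nm, em 615/665 nm) as the 665/615 ratio.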
PTHR1 agonist: activates the human parathyroid hormone receptor PTHR1 | hit rate 0.075% among 410,000 | Q03431 | Potency, µM (highest dose often 115 µM), without a hit: top-dose activation, most hits filed as activators | HEK293 GP2 PTHR1 cells, GloSensor cAMP luminescence, 1 h; note: potency is the fitted concentration of half-maximal effect; nearly all actives have a fitted effect of over 55% in size; some results filed as inactive show a strong effect at the top dose; inactives centre near -15; many of its hits are not listed in these tables
Target sequence (Q03431 whole entry, looked up): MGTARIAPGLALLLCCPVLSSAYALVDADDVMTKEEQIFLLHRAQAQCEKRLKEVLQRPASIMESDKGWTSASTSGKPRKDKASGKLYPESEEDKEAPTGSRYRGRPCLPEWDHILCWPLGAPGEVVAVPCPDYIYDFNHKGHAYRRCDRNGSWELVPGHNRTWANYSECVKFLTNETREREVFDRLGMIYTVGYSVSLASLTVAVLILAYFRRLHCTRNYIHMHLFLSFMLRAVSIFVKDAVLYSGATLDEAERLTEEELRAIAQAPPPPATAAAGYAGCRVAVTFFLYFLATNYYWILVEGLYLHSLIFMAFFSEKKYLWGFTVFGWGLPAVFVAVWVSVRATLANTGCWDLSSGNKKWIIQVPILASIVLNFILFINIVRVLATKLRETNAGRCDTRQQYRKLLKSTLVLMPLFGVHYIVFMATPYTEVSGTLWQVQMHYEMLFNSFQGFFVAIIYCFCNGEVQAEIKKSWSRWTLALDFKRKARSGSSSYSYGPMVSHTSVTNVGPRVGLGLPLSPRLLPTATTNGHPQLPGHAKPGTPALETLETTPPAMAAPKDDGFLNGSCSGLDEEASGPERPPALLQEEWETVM
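HEK-293-derived GP2 cells expressing PTHR1 and a GloSensor cAMP reporter, 3,000/well, plated overnight, given luciferin plus IBMX (each 0.5 mM as added) for 1 h at 37 °C, then compound for 1 h at 37 °C. Luminescence was read after 15 min at room temperature.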
D3 ag: D3 dopamine receptor (human) agonism | P35462 | D3R DiscoveRx beta-arrestin cells, luminescence, 90 min | max activation, % | hit rate 0.58% among 410,000 | AID 652048; in the data active = max activation above about 30%; note: 0% is about no effect; mostly tested at two doses, the higher about 12 µM
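Cells at 1500/well, incubated overnight, then treated with pinned compounds (dopamine as control) for 90 min at 37 degrees C. DiscoveRx reagent added for 30 - 60 minutes at room temperature; luminescence read.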
Starred values were filed as active, the others as inactive; i = inactive; ? = inconclusive; . = not tested or not shown; [ ] = dose if it differs, or a comment. Unless noted, calls come from the whole dose curve; as a rule, active = well fitted curve in the direction sought with a large enough effect; inconclusive = small, poorly fitted or top-dose-only effect, or another doubt; inactive = no such curve, though single readings can be large; an effect the other way counts as inactive or inconclusive. An excerpt; rates above refer to the full screens.

nr | structure | EPAC2 agonist | D3 ag | PTHR1 agonist | pAkt inh | EPAC2 antag | MmCpn inh | DRD3 antagonist | CCT modulator
1 | Cc1nc2ccc(NC(=O)c3ccc(Cl)c(NC(=O)c4cccs4)c3)cc2s1 | 13% | -4 | -22% | i | -4% | -17% | ? | -2.4
2 | Cc1cc2cc(C)c3nnc(SCC(=O)Nc4ccc(S(=O)(=O)N5CCCCC5C)cc4)n3c2cc1C (configuration not stated) | -9% | 3 | -11% | i | 8% | 0% | 20 | -1.4
3 | O=C(OCc1nnc(-c2ccccc2)o1)C1CC(=O)N(CCc2ccccc2)C1 (configuration not stated) | 6% | 2 | ? | i | 0% | 1% | -11 | -0.7
4 | CCc1noc(C)c1C(=O)NNC(=O)c1nn(CC)c(=O)c2ccccc12 | 3% | 6 | i | i | -1% | 0% | 24 | -0.1
5 | Cc1ccc(C)c(S(=O)(=O)N2CCCC2CNC(=O)C(=O)NCc2cccs2)c1 (configuration not stated) | 10% | 2 | -18% | i | -6% | -1% | -16 | 0.1
6 | CCCc1nc2oc3c(=O)[nH]cnc3c2c2c1COC(C)(C)C2 | -1% | -6 | i | i | -7% | -1% | -2 | -0.9
7 | COc1ccc(NC(=O)C(NC(=O)c2ccc(=O)[nH]c2)c2ccc(OC)cc2)cc1 (configuration not stated) | 7% | 7 | i | i | 5% | -1% | -6 | -0.2
8 | CC(NC1CCCC1)C(=O)Nc1ccccc1-c1ccccc1 (configuration not stated) | 10% | -3 | 19%[57.5 µM] | i | -6% | 2% | -7 | -4.4
9 | COc1cccc(C(=O)Nc2ccc(F)cc2F)c1 | 3% | 2 | i | i | 11% | -1% | -17 | 2.4
10 | CCCN(C(=O)c1ccc(N(C)S(=O)(=O)c2ccc(C)cc2)cc1)C1CCS(=O)(=O)C1 (configuration not stated) | -2% | -2 | -21% | i | 2% | 2% | -3 | -1.0
11 | CC(C)CNC(=O)COc1ncnc2sccc12 | 10% | -1 | i | i | 1% | -3% | -8 | -3.8
12 | CCc1nc(SCC(=O)c2c[nH]c3ccccc23)n[nH]1 | 9% | 3 | -2% | i | 3% | 0% | -5 | -5.7
13 | O=C(CSc1ccc(-c2cccnc2)nn1)N1CCCC1 | 1% | 3 | -16% | i | 5% | 4% | 11 | -0.5
14 | CCc1ccc(N2CC(C(=O)OCC(=O)Nc3ccc([N+](=O)[O-])cc3)CC2=O)cc1 (configuration not stated) | -1% | -9 | -24% | i | -4% | 2% | -2 | -6.7
15 | COc1ccc(N2CCN(C(=O)Cc3ccc(-n4c(=O)[nH]c5ccccc5c4=O)cc3)CC2)cc1 | -1% | 1 | -3% | i | 6% | 1% | 73 | -3.0
16 | COc1ccc(C(c2nnnn2C(C)(C)C)N2CCN(c3nc4ccccc4s3)CC2)cc1OC (configuration not stated) | 2% | -2 | i | i | 5% | 0% | 8 | 1.8
17 | O=C(NCc1ccccc1C(F)(F)F)C1CC(c2cccc(F)c2)=NO1 (configuration not stated) | -3% | 10 | -24% | i | -8% | 1% | 18 | -3.2
18 | O=C(C1CCCN(c2nnc(-n3cccc3)s2)C1)N1CCN(c2ccccc2)CC1 (configuration not stated) | 3% | -3 | -29% | i | 0% | 0% | 26 | -1.6
19 | CN(CCC#N)C(=O)CSc1nnc(-c2c[nH]c3ccccc23)o1 | 6% | -5 | -5% | i | 1% | -6% | -8 | -0.7
20 | O=C(CSC1=Nc2ccccc2C2CC=NN12)Nc1ccc(F)c(F)c1F (configuration not stated) | -3% | 5 | -90%[inhibitor] | i | 4% | -13% | 4 | 0.1
21 | Cc1cc(Cl)c(S(=O)(=O)NCc2ccccc2)cc1OCC(N)=O | 1% | -8 | i | i | 1% | 0% | -6 | -3.4
22 | O=C(Nc1ccccc1-c1ccccc1)c1ccc(Br)o1 | -4% | -5 | -6%[57.5 µM] | i | 11% | 0% | 21 | -3.1
23 | CC(C)N1CCc2c(sc(NC(=O)Cc3ccccc3)c2C#N)C1 | 9% | -12 | -15% | i | 1% | -1% | ? | -1.8
24 | CC(=O)N1CCN(S(=O)(=O)c2cccc(C(=O)Nc3ccc(F)c(F)c3)c2)CC1 | 6% | 3 | -12% | i | -5% | -3% | 6 | -1.5
25 | CCCCNC(=O)NCCN1CCOCC1 | 4% | -3 | i | i | 0% | 1% | 7 | -0.6
26 | COc1ccc(NC(=O)CSCC(=O)N2CCN(c3cccc(C(F)(F)F)c3)CC2)cc1 | -6% | 0 | -18% | i | -4% | -4% | 5 | -0.1
27 | C[C@H](CO)N1C[C@H](C)[C@@H](CN(C)S(C)(=O)=O)Oc2c(NC(=O)Nc3ccc(C(F)(F)F)cc3)cccc2C1=O | 2% | -4 | -40%[inhibitor] | i | 1% | 1% | 83 | -1.8
28 | CCOc1ccc(N(CC(=O)Nc2ccccc2OCC)S(=O)(=O)c2c(C)noc2C)cc1 | 10% | -13 | -8% | i | -10% | -1% | -21 | 0.6
29 | COc1ccc(NC(=S)NC(=O)c2ccccc2)cn1 | 7% | 1 | -8% | i | -9% | -1% | 2 | 0.3
30 | C#CCOCCOCCOCCNc1nc(N2CCN(C(=O)[C@H](CCCCN)n3cc(CN)nn3)CC2)nc(N2CCN(C(=O)[C@H](CCCCN)n3cc(CN)nn3)CC2)n1 | 13% | -1 | i | i | 1% | -1% | 27 | 0.5
31 | Cc1nn(-c2ccc(F)cc2F)c2c1-c1nc(N3CCCC3)ncc1CC2 | 7% | -3 | -12%[57.5 µM] | i | 20% | 0% | -2 | 1.5
32 | Cc1cccc(OCCNc2cc(N3CCN(CCO)CC3)ccc2[N+](=O)[O-])c1 | -7% | -13 | i | i | -8% | -3% | -58* | 1.7
33 | O=C(Cn1cnc2ccccc2c1=O)NC1CCS(=O)(=O)C1 (configuration not stated) | 5% | 2 | -16% | i | 6% | 2% | 6 | -0.4
34 | Cc1ccc(NC(=O)c2cccc(C(=O)OC(C)C)n2)c(Br)c1 | 15% | 0 | i | i | -23% | 1% | 19 | -1.8
35 | O=C(CNC(=O)c1cccc(F)c1)OCC(=O)N1CCN(C(=O)c2ccco2)CC1 | 13% | 4 | i | i | 0% | 1% | 1 | -0.2
36 | N#C/C(=C\c1cccs1)C(=O)c1ccccc1Cl | 1% | 4 | -33%[inhibitor] | i | 0% | 0% | 11 | -0.1
37 | Cc1cc(N2CCN(C)CC2)nc2ccc(NC(=S)N3CCCCCC3)cc12 | 4% | -14 | i | i | 4% | 0% | -12 | -2.0
38 | COc1ccc(N2CCN(C(CNC(=O)C(C)C)c3ccc4c(c3)OCO4)CC2)cc1 (configuration not stated) | 10% | -11 | i | i | 4% | 0% | -21 | 0.8
39 | O=C(NNS(=O)(=O)c1ccc(F)cc1)c1ccc2c(c1)OCO2 | 5% | -3 | i | i | 14% | 0% | -3 | 1.2
40 | COC(=O)/C=C1\S/C(=N/N=C/c2ccc(Cl)cc2)NC1=O | -7% | -13 | -56%[inhibitor] | i | -23% | -3% | -19 | 1.5
41 | CCS(=O)(=O)N1CCN(S(=O)(=O)c2ccccc2)CC1 | -2% | 1 | i | i | 10% | 1% | 23 | -0.2
42 | Cc1cc(S(=O)(=O)N2CCCCC2)ccc1OCC(=O)Nc1ccccc1 | 21% | -6 | -31%[inhibitor] | i | -11% | 2% | -12 | -3.1
43 | Cc1ccc(S(=O)(=O)N(C)c2c(C)ccc(S(N)(=O)=O)c2C)cc1 | 0% | 12 | -29% | i | -4% | 1% | -10 | -1.3
44 | CN(C)Cc1c(C(C)(C)O)[nH]c2ccc(C(F)(F)F)cc12 | -4% | 2 | -24% | i | 7% | 1% | -1 | -1.1
45 | O=c1[nH]c(=O)n(C2OC(CO)C(O)C2O)cc1F (configuration not stated) | 1% | 9 | i | i | 5% | . | 15 | -2.1
46 | COc1ccc(CNc2ncccn2)cc1OC | 5% | -6 | i | i | -4% | 2% | 10 | -0.5

Sorted by molecular weight (ascending): part of the list above.
nr | structure | EPAC2 agonist | D3 ag | PTHR1 agonist | pAkt inh | EPAC2 antag | MmCpn inh | DRD3 antagonist | CCT modulator
36 | N#C/C(=C\c1cccs1)C(=O)c1ccccc1Cl | 1% | 4 | -33%[inhibitor] | i | 0% | 0% | 11 | -0.1
8 | CC(NC1CCCC1)C(=O)Nc1ccccc1-c1ccccc1 (configuration not stated) | 10% | -3 | 19%[57.5 µM] | i | -6% | 2% | -7 | -4.4
31 | Cc1nn(-c2ccc(F)cc2F)c2c1-c1nc(N3CCCC3)ncc1CC2 | 7% | -3 | -12%[57.5 µM] | i | 20% | 0% | -2 | 1.5
43 | Cc1ccc(S(=O)(=O)N(C)c2c(C)ccc(S(N)(=O)=O)c2C)cc1 | 0% | 12 | -29% | i | -4% | 1% | -10 | -1.3
34 | Cc1ccc(NC(=O)c2cccc(C(=O)OC(C)C)n2)c(Br)c1 | 15% | 0 | i | i | -23% | 1% | 19 | -1.8
20 | O=C(CSC1=Nc2ccccc2C2CC=NN12)Nc1ccc(F)c(F)c1F (configuration not stated) | -3% | 5 | -90%[inhibitor] | i | 4% | -13% | 4 | 0.1
